PvdQ inh – P. aeruginosa PvdQ acylase inhibitors, primary screen, biochemical, fluorescence, plate reader and imaging, single point; PvdQ acylase [Pseudomonas aeruginosa LESB58]; purified PvdQ acylase; inhibition, % at 10 µM; 340,000 tested, 0.063% active; in the data active = inhibition above about 30%, passing the limit was not always enough; inconclusive = no clear call, values can overlap the other calls;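 also: 0% = vehicle neutral wells and 100% = reference inhibitor wells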
CAL PDZ FP-1 – untagged CAL PDZ binding inhibitors, primary screen, biochemical, fluorescence polarization, HTS; 300,000 tested, 0.92% active; purified CAL PDZ, TMR-peptide fluorescence polarization, 1 h; inhibition, % at 24.9 µM; AID 602252, 2012;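 active = mean inhibition of at least 30% with at least half of replicates also reaching 30%; inconclusive = no clear call, values can overlap the other calls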;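 also: 0% = DMSO neutral control and 100% = excess unlabeled competitor peptide PRC23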
MITF act – activators of MITF-driven TRPM1 promoter reporter, primary screen, cell-based, SK-MEL-5, luciferase, single point | SK-MEL-5 TRPM1-promoter luciferase, 24 h; % of positive control, neutral wells = 0 | 300,000 tested, 0.75% active | activation, % at 12.5 µM;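 active = mean activation of at least 80% with every replicate also reaching 80%; inconclusive = mean reaches 80% but some replicate falls short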;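 also: 0% = neutral control wells and 100% = parthenolide positive control wells; values of inactives mirror those of a sister screen read the other way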
NSD2 inh – NSD2 histone methyltransferase inhibitors, primary screen, biochemical, AlphaScreen, single concentration, set 2; inhibition, % at 12.5 µM; 310,000 tested, 0.54% active; AID 743445, 2014; Histone-lysine N-methyltransferase NSD2 (Homo sapiens), O96028; NSD2 peptide methylation, 120 min; in the data active = inhibition above about 50%
Target sequence (O96028 whole entry, looked up): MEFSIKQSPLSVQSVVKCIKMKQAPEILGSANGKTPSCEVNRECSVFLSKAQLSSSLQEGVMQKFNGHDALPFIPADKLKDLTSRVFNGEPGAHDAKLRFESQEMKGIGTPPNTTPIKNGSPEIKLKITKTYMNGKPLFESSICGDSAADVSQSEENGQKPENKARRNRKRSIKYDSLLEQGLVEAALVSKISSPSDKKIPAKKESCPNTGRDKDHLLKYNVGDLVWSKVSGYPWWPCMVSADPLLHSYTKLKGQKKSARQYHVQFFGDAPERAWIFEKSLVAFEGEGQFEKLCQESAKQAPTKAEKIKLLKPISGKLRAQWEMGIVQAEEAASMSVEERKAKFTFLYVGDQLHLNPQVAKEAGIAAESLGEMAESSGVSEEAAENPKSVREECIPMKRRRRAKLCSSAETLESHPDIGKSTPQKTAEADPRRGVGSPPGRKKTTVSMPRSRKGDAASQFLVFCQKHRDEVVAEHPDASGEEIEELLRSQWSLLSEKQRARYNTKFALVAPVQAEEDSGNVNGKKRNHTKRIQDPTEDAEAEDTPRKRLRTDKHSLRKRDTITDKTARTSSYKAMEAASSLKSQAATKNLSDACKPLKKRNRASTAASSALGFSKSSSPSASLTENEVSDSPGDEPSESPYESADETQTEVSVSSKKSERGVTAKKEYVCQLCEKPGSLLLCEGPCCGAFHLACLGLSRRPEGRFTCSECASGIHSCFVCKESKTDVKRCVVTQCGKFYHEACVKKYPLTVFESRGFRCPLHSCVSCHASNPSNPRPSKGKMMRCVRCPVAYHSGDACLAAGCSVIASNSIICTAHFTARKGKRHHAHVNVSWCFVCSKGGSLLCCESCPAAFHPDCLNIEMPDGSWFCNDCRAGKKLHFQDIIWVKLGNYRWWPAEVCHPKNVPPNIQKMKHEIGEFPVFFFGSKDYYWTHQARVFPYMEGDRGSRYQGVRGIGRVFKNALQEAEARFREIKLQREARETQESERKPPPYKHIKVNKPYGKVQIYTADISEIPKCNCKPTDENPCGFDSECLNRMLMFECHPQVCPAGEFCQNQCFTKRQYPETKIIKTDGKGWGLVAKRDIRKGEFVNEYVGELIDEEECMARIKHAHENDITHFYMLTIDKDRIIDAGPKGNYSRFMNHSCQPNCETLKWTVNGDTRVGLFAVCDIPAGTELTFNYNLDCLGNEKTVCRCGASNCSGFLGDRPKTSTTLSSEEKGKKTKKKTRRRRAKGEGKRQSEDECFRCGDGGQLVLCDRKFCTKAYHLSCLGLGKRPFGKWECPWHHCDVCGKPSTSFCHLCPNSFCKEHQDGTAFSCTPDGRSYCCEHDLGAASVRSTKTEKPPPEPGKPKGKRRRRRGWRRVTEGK
dFosB act – activators of delta FosB homodimer, primary screen, biochemical, fluorescence polarization, TAMRA-CDK5 oligo, single point; AID 493131, 2011; 340,000 tested, 0.99% active; purified delta FosB; percent of positive-control signal above neutral wells; activation, % at 25 µM; Protein FosB (Mus musculus), P13346;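 active = mean activation above about 17%, with every replicate also reaching it, limit read from the data, passing the limit was not always enough; inconclusive = only one of the two conditions met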;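 also: fluorescence polarization rise as delta FosB binds a TAMRA Cdk5 AP-1 oligo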
PfHsp90 yeast 2 – growth inhibition of PfHsp90-expressing yeast, primary screen, antimalarial PfHsp90 inhibitor project, S. cerevisiae, BacTiter-Glo luminescence, single point, set 2; BacTiter-Glo ATP, 48 h; yeast lacking PDR1 and PDR3 efflux regulators; inhibition, % at 9.4 µM; 310,000 tested, 0.32% active; AID 504621, 2011;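 active = every replicate shows inhibition above about 80%, whatever the replicate mean, limit read from the data; inconclusive = mean inhibition reaches the set limit but some replicate falls short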;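 also: 0% = DMSO neutral controls and 100% = 20 µM radicicol positive controls; yeast relying on Plasmodium falciparum Hsp90 in place of its own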
SR-BI uptake up – activators of SR-BI mediated DiI-HDL uptake, primary screen, ldlA[mSR-BI] CHO cells, DiI fluorescence. 320,000 tested, 0.096% active. 3 h; 100 = double the neutral-control signal. AID 504775, 2011. activation, % at 12.5 µM;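 active = mean replicate activation of at least 60% and every replicate at or above 60%; inconclusive = mean or all-replicate condition met, but not both; inactive = mean below 60% and not all replicates reaching 60%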;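 also: 0% = median plate neutral-control signal and 100% = twice that signal; values of inactives mirror those of a sister screen read the other way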
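Material: SR-BI-overexpressing, LDLR-lacking CHO cells; schedule: compound exposure 3 h, 37 °C; reagent: DiI-labelled HDL at 10 µg/mL final; technique: bottom-read fluorescence, 550/595 nm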
Rtt109 HAT inh – inhibitors of C. albicans Rtt109/Vps75 HAT, primary screen, biochemical, ThioGlo CoA-SH fluorescence, plate reader. inhibition, % at 34.9 µM. purified Rtt109/Vps75, 4 h. 330,000 tested, 0.16% active. AID 540336, 2011;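 active = inhibition of at least 50% in every replicate; inconclusive = best replicate reaches 50% inhibition but some replicates fall short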
CAL PDZ FP-2 – CAL PDZ peptide-binding inhibitors, primary screen, biochemical, fluorescence polarization, Cer-tagged CAL PDZ, HTS; 330,000 tested, 0.02% active; Golgi-associated PDZ and coiled-coil motif-containing protein (Homo sapiens), Q9HD26; inhibition, % at 20 µM; purified CAL PDZ, TMR-peptide fluorescence polarization, 1 h; AID 504414, 2011;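 active = highest replicate inhibition of at least 40%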;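 also: plate controls were DMSO neutral control wells for no effect and unlabeled competitor peptide control wells for full effect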
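Assay system – tagged CAL PDZ protein CerCALP, purified · Timing – 1 h at RT · Compound – single point, 20 µM · Measured by – fluorescence polarization from S- and P-plane intensities, G-factor corrected · Evaluation – inhibition from polarization loss · Probe or stimulus – TMR reporter peptide T*-PRC34 · Buffer or medium – pH 7.4 phosphate-saline buffer, reducing agent, detergent, IgG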
SR-BI DiI inh – inhibitors of SR-BI mediated HDL lipid uptake, primary screen, ldlA[mSR-BI] cells, fluorescence, single point | Scavenger receptor class B member 1 (Mus musculus), Q61009 | ldlA[mSR-BI] CHO cells, DiI-HDL uptake fluorescence, 3 h | inhibition, % at 12.5 µM | 320,000 tested, 0.96% active | AID 488896, 2010;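 active = mean replicate inhibition of at least 70% and a set share of replicates each scoring 70 or more; inconclusive = meets just one of the two criteria; inactive = fails both criteria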;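 also: 0% = median of neutral control wells and 100% = median of positive control wells; values of inactives mirror those of a sister screen read the other way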
Active calls of the source: *; ? = inconclusive; · = not tested or not shown; & = joins results of further samples.

SMILES | PvdQ inh | CAL PDZ FP-1 | MITF act | NSD2 inh | dFosB act | PfHsp90 yeast 2 | SR-BI uptake up | Rtt109 HAT inh | CAL PDZ FP-2 | SR-BI DiI inh
O=C(COc1ccccc1)c1cn(Cc2ccccc2)c2ccccc12 | 6 | -5 | 9 | -2 | -4 | -5 | -29 | 0 | -0.4 | 29
O=P(Oc1ccccc1)(Oc1ccccc1)C(Nc1ccccc1)c1ccccc1 (centres undefined) | -16 | 3 | 18 | 13 | -1 | 3 | 23 | -34 | 0.0 | -23
CN(C(=O)CNC(=O)OCc1ccccc1)c1ccc(Br)cc1C(=O)c1ccccc1Cl | -20 | -3 | -8 | 4 | -2 | 10 | -26 | 4 | -1.2 | 26
CN1[C@@H]2CCC[C@H]1CC(=O)C2 | 0 | 8 | -2 | · | 5 | 8 | 6 | 0 | -0.6 | -6
Cc1cccc(-n2c(-c3ccc([N+](=O)[O-])cc3)nc3ccccc3c2=O)c1 | 1 | 6 | 15 | 14 | -5 | -14 | -4 | -4 | 0.7 | 4
Cc1ccc(C(=O)C2CN(C)CC2C(=O)c2ccc(C)cc2)cc1 (centres undefined) | 4 | -2 | 13 | · | -3 | 13 | 10 | 3 | -0.3 | -10
OC1/C(=C/c2ccccc2C(F)(F)F)N2CCC1CC2 (centres undefined) | -8 | -1 | -4 | -1 | -4 | 3 | 18 | -5 | 0.0 | -18
Cc1cccc(CC(c2cccc(C)c2)N(C)C)c1 (centres undefined) | 0 | · | 7 | -1 | -2 | · | -3 | 18 | 0.8 | 3
C=Cn1ccnc1P(=S)(c1ccc(Cl)cc1)c1nccn1C=C | 0 | · | -3 | -10 | 1 | -16 | 12 | 2 | 0.1 | -12
CCOC(=O)C1C(=O)N(C)C2(C)CC1c1cc(OC)ccc1O2 (centres undefined) | 4 | -5 | -9 | · | -7 | -11 | -8 | -1 | -1.3 | 8
O=c1[nH]c2c(c(=O)n1C1CCCCC1)CCC2 | 3 | · | -17 | 2 | 2 | · | 40 | -11 | -1.5 | -40
Cn1c(O)c(C(c2ccccn2)c2c(O)n(C)c(=S)[nH]c2=O)c(=O)[nH]c1=S | -8 | 0 | 14 | 2 | 3 | -20 | 12 | -1 | 0.6 | -12
O=C(O)CP(=O)(O)c1ccc(Cl)cc1 | -6 | · | · | 0 | 2 | 19 | 4 | 3 | 1.1 | -4
Clc1ccc(CNCCc2ccc3c(c2)OCO3)cc1 | -12 | -2 | 13 | 18 | -1 | 11 | -11 | 0 | -2.0 | 11
CNC(=O)OCc1n(C)cc[n+]1C | -9 | 0 | 0 | -4 | 3 | -9 | 11 | 2 | 0.6 | -11
Cc1ccc2c(c1)=NC(=O)/C(=C/c1c(O)[nH]c(=O)[nH]c1=O)C=2 | -6 | -4 | 21 | · | 6 | 25 | · | -44 | -1.4 | ·
CC(=O)n1cc(C=C2C(=O)NC(=O)NC2=O)c2ccccc21 | -3 | -3 | -50 | 1 | -3 | -4 | 22 | -6 | -1.3 | -22
COc1cc(CNCCc2ccc3c(c2)OCO3)cc(OC)c1OC | -8 | 11 | -6 | 2 | -14 | -15 | 5 | 0 | -5.7 | -5
CCOC(=O)C1SC2(C(F)(F)C(F)F)CC1(O)c1c(c(OC)c3occc3c1OC)O2 (centres undefined) | 0 | -4 | 0 | -1 | -11 | · | -16 | 0 | -0.6 | 16
CN(C)CCN(C(=O)COc1ccc(Cl)cc1)c1nc2cc3c(cc2s1)OCO3 | 12 | 3 | 8 | -4 | 24* | 19 | 6 | 13 | -0.4 | -6
CN(C)CCc1nn[nH]n1 | -16 | -5 | -6 | 21 | -6 | · | 26 | 1 | 0.2 | -26
Cc1cccc(C(=O)Nc2ccc3c(c2)CC2(C(=O)N(C)C(=O)N(C)C2=O)C2CCCN32)c1 (centres undefined) | -12 | 4 | -2 | · | -2 | 14 | -52 | 18 | -1.6 | 52
COc1cc(C)c(-c2nc(CN3C[C@@H]4C[C@@H](C3)c3cccc(=O)n3C4)c(C)o2)cc1C | -12 | 1 | -6 | 1 | 0 | -9 | -47 | -3 | -1.0 | 47
CC/C(=N\Nc1ccccc1)c1c(O)n(-c2ccc(OC)cc2)c(=O)[nH]c1=O | -7 | -4 | -6 | 1 | -5 | -20 | -22 | 1 | 0.6 | 22
COC(=O)C1=C(c2ccc(F)cc2OCc2ccccc2)C[C@@H]2CC[C@H]1N2C(=O)NCCCOC(C)C | 9 | -4 | 4 | · | 6 | 20 | -10 | 13 | -1.3 | 10
CCC1(Cc2ccccc2)C(=O)NC(=S)N(C)C1=O (centres undefined) | -10 | -5 | -5 | -1 | -8 | 35 | 3 | -2 | -0.3 | -3
Cn1c(O)c(Cc2cccc(Cl)c2Cl)c(=O)n(C)c1=O | -17 | -4 | -3 | -3 | -1 | 0 | 16 | 0 | 0.5 | -16
Cc1ncc(CN2CCCC(C(=O)c3sccc3C)C2)s1 (centres undefined) | -6 | · | -20 | 2 | -1 | -2 | 20 | -13 | -0.4 | -20
CC(C)(C)NCC(O)c1cc(Cl)c(N)c(Cl)c1 (centres undefined) | -10 | 5 | 11 | · | -6 | 0 | 14 | -2 | 0.5 | -4
COC1=CC=C2[C@H]3Cc4ccc(OC)c5c4[C@@]2(CCN3C)C1O5 (some centres undefined) | 2 | 7 | 4 | · | -2 | · | -1 | 14 | -0.6 | 1
O=S1(=O)CC2(N3CCOCC3)CCCCC21 (centres undefined) | -8 | · | -5 | · | 6 | -6 | 11 | -9 | -1.5 | -11
Cc1cccc(-n2c(/C=C/c3ccccn3)nc3ccccc3c2=O)c1 | -14 | · | -20 | -3 | -7 | 5 | -7 | 3 | 0.1 | 7
Cc1ccc(/C=C2/C(=O)NC(=O)N(C)C2=O)cc1 | -7 | -1 | 6 | 3 | 6 | 28 | 25 | 4 | 0.0 | -23
COc1ccc(SCC2CN(C)CCC2c2ccc(F)cc2)cc1 (centres undefined) | 6 | 9 | · | 11 | 7 | 12 | 7 | 1 | -0.6 | -7
CN1CCN(C(=O)COc2ccc(C(C)(C)C)cc2Br)CC1 | -6 | -6 | -11 | 5 | -13 | -7 | ? | 3 | -4.9 | -170
Cc1nn(-c2ccccc2)c2c1CC1(C(=O)N(C)C(=O)N(C)C1=O)C1CCCCN21 (centres undefined) | -11 | 2 | 3 | 0 | -2 | 1 | 38 | -3 | -1.7 | -38
COc1ccc(Cn2c(O)c(C=Nc3c(C)n(C)n(-c4ccccc4)c3=O)c(=O)[nH]c2=O)cc1 | -9 | -3 | 4 | 0 | -10 | 1 | 15 | 4 | -2.6 | -15
CC(=O)Nc1ccccc1C(=O)OCc1cccc(F)c1 | 10 | -1 | -10 | -9 | -3 | · | -1 | 6 | -1.5 | 1
Cc1cccc(N2CCc3c2nc2ccccc2c3N)c1 | -21&14 | 6 | -7&-3 | 0 | 4&8 | -10&-10 | -29&-16 | -2&8 | -3.7&-1.9 | 29&16
CNC(=S)N(C)CCc1cc2c(c(OC)c1/C=C1/C(=O)NC(=O)N(C)C1=O)OCO2 | -9 | -4 | · | 14 | -7 | -1 | 0 | 1 | -1.1 | 0
Nc1ncc([N+](=O)[O-])s1 | 0 | -2 | -2 | · | -1 | · | -16 | -4 | -0.3 | 16
CC1CCCC(C)N1/N=C/c1c[nH]c2ccc(Br)cc12 (centres undefined) | -14 | -3 | -19 | 2 | -4 | 19 | -14 | 5 | -1.0 | 14
CCCNS(=O)(=O)c1ccc(OCC(=O)N2CCN(Cc3ccccc3)CC2)cc1 | -23 | -3 | -18 | 0 | -5 | -5 | -7 | -2 | -0.7 | 7
O=C1N[C@H](Cc2ccccc2)C(=O)N2[C@@H]3[C@H](C[C@@H]12)c1ccccc1N3OOSc1ccccc1 | 8 | -3 | 23 | · | -1 | 1 | 21 | -1 | -0.3 | -21
O=C(NC(=S)N1C[C@H]2C[C@H](C1)c1cccc(=O)n1C2)c1ccc(Cl)cc1Cl | 7 | -3 | · | · | -4 | 8 | -8 | 13 | 0.9 | 8
CC1CCN(CC(=O)c2ccccc2Cl)CC1 | ? | · | 16 | 0 | -7 | -19 | 14 | 3 | -1.0 | -14
CNC(=O)O/N=C(\N)Cc1csc2ccccc12 | -7 | 1 | -9 | 1 | 2 | 0 | 19 | 5 | -1.2 | -19
Cc1ccc2c(c1)CCCN2N=O | 16 | -9 | 11 | -3 | 8 | -5 | 12 | 2 | 0.0 | -12
Clc1ccc2c(N3CCNCC3)ccnc2c1 | -13 | -3 | · | 0 | 0 | · | -9 | 10 | -1.5 | 9
O=P(O)(O)Cc1ccccc1OP(=O)(c1ccccc1)c1ccccc1 | 2 | -2 | 3 | -3 | -5 | 16 | 14 | 0 | -0.3 | -14

The results go on:
SMILES | PvdQ inh | CAL PDZ FP-1 | MITF act | NSD2 inh | dFosB act | PfHsp90 yeast 2 | SR-BI uptake up | Rtt109 HAT inh | CAL PDZ FP-2 | SR-BI DiI inh
C[N+]1(CC(COCc2ccccc2)OC(=O)Cc2ccccc2)CCOCC1 (centres undefined) | 6 | 1 | 1 | 0 | -6 | -3 | 25 | -2 | 0.3 | -25
Cc1cc(OC(=O)N(C)C)nc(-c2ccc(C)c(Cl)c2)n1 | -5 | 7 | · | -8 | -8 | 0 | -6 | -9 | 0.7 | 6
CN(CCc1nnc(N)s1)[N+](=O)[O-] | -5 | · | 0 | -2 | -2 | -1 | -4 | 6 | -0.1 | 4
Cc1ccc(N2C(=O)NC(=O)C(CCc3ccccn3)(Cc3cccc(Cl)c3Cl)C2=O)cc1 (centres undefined) | 1 | 0 | -11 | -4 | 4 | 7 | 14 | 0 | -3.1 | -14

Screening data from PubChem BioAssay.

The list is partial; the hit share may differ from the screen's.
